CCR6 antag – blocks CCL20-driven beta-arrestin recruitment at human CCR6 | CHO-K1 CCR6 PathHunter beta-arrestin, luminescence, CCL20-stimulated | inhibition, % at 20 µM | hit rate 0.49% among 340,000 | AID 493098;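 active means compounds whose inhibition of the agonist-driven luminescence signal at 20 µM reaches about 50%, limit read from the data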;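 further: cells stimulated with CCL20 at 14 nM final; plate controls were DMSO with CCL20 for no effect and DMSO without agonist for full effect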
Target sequence (P51684 whole entry, looked up): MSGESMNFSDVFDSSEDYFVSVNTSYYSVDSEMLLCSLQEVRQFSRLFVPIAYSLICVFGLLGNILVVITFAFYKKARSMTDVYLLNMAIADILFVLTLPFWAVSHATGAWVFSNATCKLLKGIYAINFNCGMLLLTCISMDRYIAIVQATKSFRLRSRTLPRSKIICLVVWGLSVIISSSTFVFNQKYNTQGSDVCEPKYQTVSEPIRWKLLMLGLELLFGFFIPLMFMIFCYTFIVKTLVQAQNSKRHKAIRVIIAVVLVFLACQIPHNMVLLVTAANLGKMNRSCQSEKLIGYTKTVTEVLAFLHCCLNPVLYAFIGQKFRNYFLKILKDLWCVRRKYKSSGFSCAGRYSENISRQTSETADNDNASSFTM
Jurkat NFkB inh – lowers PMA/ionomycin-induced NF-kB signal in Jurkat cells | PMA/ionomycin-induced NF-kB luciferase reporter, luminescence | inhibition, % at 4 µM | hit rate 0.53% among 330,000 | AID 435003; in the data active means inhibition above about 50%
EBI2 antag – antagonists of human EBI2 receptor | P32249 | EBI2 beta-arrestin recruitment, luminescence, 7a,25-OHC stimulated | inhibition, % at 5 µM | hit rate 0.81% among 360,000 | AID 651636; in the data active means inhibition above about 38%;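 further: enzyme fragment complementation signal reports receptor beta-arrestin coupling in cells; 0% = agonist plus DMSO wells and 100% = wells without agonist; some results beyond the cut were filed as inactive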
Target sequence (P32249 whole entry, looked up, the tested form may be a part): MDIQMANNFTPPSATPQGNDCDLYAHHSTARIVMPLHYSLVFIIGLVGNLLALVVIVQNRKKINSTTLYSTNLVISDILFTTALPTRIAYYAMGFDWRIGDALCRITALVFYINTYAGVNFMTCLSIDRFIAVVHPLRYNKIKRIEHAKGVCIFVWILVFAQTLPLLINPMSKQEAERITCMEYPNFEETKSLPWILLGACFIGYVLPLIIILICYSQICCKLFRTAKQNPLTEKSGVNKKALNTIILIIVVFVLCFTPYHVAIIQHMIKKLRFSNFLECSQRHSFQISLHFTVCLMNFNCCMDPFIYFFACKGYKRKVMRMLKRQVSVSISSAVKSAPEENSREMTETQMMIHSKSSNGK
CXCR6 block – inhibitors of human CXCR6 receptor; CHO-K1 PathHunter CXCR6 beta-arrestin, luminescence; hit rate 0.36% among 360,000; O00574; inhibition, % at 20 µM; in the data active means inhibition above about 34%, passing the limit was not always enough;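 further: antagonist mode with CXCL16 agonist at 10 nM final; 0% = 10 nM CXCL16 with DMSO and 100% = unstimulated wells without agonist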
Target sequence (O00574 whole entry, looked up): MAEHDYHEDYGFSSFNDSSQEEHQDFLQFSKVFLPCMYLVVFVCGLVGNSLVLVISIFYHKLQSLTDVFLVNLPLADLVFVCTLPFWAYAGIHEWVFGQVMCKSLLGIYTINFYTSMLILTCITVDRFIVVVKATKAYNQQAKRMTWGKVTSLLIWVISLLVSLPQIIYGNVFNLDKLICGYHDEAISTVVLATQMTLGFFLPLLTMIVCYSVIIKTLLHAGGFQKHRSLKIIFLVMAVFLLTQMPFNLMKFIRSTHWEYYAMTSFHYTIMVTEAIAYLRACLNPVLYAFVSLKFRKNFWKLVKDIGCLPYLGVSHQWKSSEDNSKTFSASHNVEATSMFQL
Gli-Sufu antag – antagonists of Gli-Sufu signaling; AID 588413; Sufu-KO-LIGHT fibroblasts, Gli luciferase reporter luminescence; hit rate 0.74% among 340,000; inhibition, % at 5 µM;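 active means inhibition above about 55%, limit read from the data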;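 further: 0% = DMSO-treated cells and 100% = wells with medium but no cells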
697 NFkB inh – inhibitors of the PMA/ionomycin-induced NF-kB reporter in 697 B cells. 697 B-cell NF-kB luciferase reporter, 16 h. inhibition, % at 4 µM. hit rate 0.33% among 330,000; in the data active means inhibition above about 35%
Mdm2-MdmX inh – human Mdm2/MdmX binding inhibition; SaOS-2 split-luciferase Mdm2/MdmX complementation, luminescence; hit rate 3% among 330,000; inhibition, % at 8 µM; O15151+Q00987;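 active means inhibition of at least 50% at 8 µM in the primary screen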
UPR XBP1 act – activators of adaptive arm of unfolded protein response (XBP1) | activation, % at 20 µM | CHO-XBP1 luciferase reporter, IRE1-XBP1 UPR activation, luminescence; percent of tunicamycin response, DMSO as zero | hit rate 0.33% among 330,000;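 active means versus positive control, 20 µM dose yields 30% or more activation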;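 further: 100% = tunicamycin at 10 µg/mL and 0% = DMSO only wells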
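Signal: luciferase luminescence; Assay system: CHO-XBP1 luciferase reporter cells; Amount: one thousand reporter cells per well; Dosing: 20 µM single concentration, DMSO 1%; Benchmarks: high control tunicamycin 10 µg/mL final, low control DMSO vehicle only; Schedule: 6 h compound exposure at 37 °C, 5% CO2; Evaluation: percent activation relative to tunicamycin reference.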
UPR CHOP act – apoptotic UPR (CHOP) activation | activation, % at 10 µM | hit rate 0.34% among 330,000 | CHO-CHOP luciferase reporter, luminescence; percent of tunicamycin response over DMSO baseline;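 active means at 10 µM dose, activation of 40% or more, normalized to positive control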;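 further: 100% = tunicamycin at 10 µg/mL and 0% = DMSO alone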
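System: CHO CHOP reporter cells. Amount: 500 cells per well. Buffer or medium: F12 medium, 10% FBS. Compound dosing: one dose, 10 µM in 0.5% DMSO. Incubation: 6 h compound exposure at 37 °C after overnight seeding. Technique: Steady-Glo luciferase luminescence. Benchmarks: tunicamycin and DMSO controls.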
Active calls of the source: *.

Results for CN(CC(=O)OCC(=O)NCC(F)(F)F)S(=O)(=O)c1ccc(Cl)cc1 ?
CCR6 antag: 5; Jurkat NFkB inh: 9; EBI2 antag: 2; CXCR6 block: -4; Gli-Sufu antag: -8; 697 NFkB inh: 13; Mdm2-MdmX inh: -8; UPR XBP1 act: -2; UPR CHOP act: -0.9

Results for O=C(NN/C(=N/S(=O)(=O)c1ccc(Cl)cc1)c1ccccc1)c1ccc(O)cc1 ?
CCR6 antag: 6; Jurkat NFkB inh: -56; EBI2 antag: -6; CXCR6 block: -1; Gli-Sufu antag: -63; 697 NFkB inh: -145; Mdm2-MdmX inh: -148; UPR XBP1 act: 3; UPR CHOP act: 3.1

Results for CCc1cccc2c(C(=O)CN3C(=O)NC4(CCc5ccccc54)C3=O)c[nH]c12 (configuration not stated) ?
CCR6 antag: 13; Jurkat NFkB inh: 39; EBI2 antag: -5; CXCR6 block: -2; Gli-Sufu antag: 7; 697 NFkB inh: -41; Mdm2-MdmX inh: 7; UPR XBP1 act: 5; UPR CHOP act: 1.5

How did COc1ccc(Cl)cc1NC(=O)C12CCC(C)(C(=O)O1)C2(C)C (configuration not stated) do in these assays?
CCR6 antag: -6; Jurkat NFkB inh: -3; EBI2 antag: 10; CXCR6 block: -2; Gli-Sufu antag: 1; 697 NFkB inh: 19; Mdm2-MdmX inh: 19; UPR XBP1 act: -4; UPR CHOP act: -1.2

Results for COc1ccc(Cc2nc3ccc(C(=O)NCc4cc(C)no4)cc3o2)cc1OC ?
CCR6 antag: -2; Jurkat NFkB inh: 17; EBI2 antag: 1; CXCR6 block: -5; Gli-Sufu antag: 1; 697 NFkB inh: -17; Mdm2-MdmX inh: 30; UPR XBP1 act: 2; UPR CHOP act: 1.2

How did COC(=O)[C@]1(C)N[C@H](CN(C)S(=O)(=O)c2ccc(C(C)(C)C)cc2)[C@@H]2C(=O)N(C)C(=O)[C@@H]21 do in these assays?
CCR6 antag: -14; Jurkat NFkB inh: 0; EBI2 antag: -3; CXCR6 block: -5; Gli-Sufu antag: -9; 697 NFkB inh: 13; Mdm2-MdmX inh: 15; UPR XBP1 act: 2; UPR CHOP act: 1.4

What do the screens show for `CSc1ncc(CN2CCN(CC=C(C)C)C(CCO)C2)cn1` (configuration not stated)?
CCR6 antag: 10; Jurkat NFkB inh: -11; EBI2 antag: 7; CXCR6 block: -10; Gli-Sufu antag: 10; 697 NFkB inh: -13; Mdm2-MdmX inh: 8; UPR XBP1 act: 1; UPR CHOP act: 1.1

What do the screens show for `Cc1ccc(C)c(-n2c(CNC(=O)c3ccco3)nnc2SCC(=O)N2CCc3ccccc32)c1`?
CCR6 antag: 3; Jurkat NFkB inh: -14; EBI2 antag: -8; CXCR6 block: -4; Gli-Sufu antag: 19; 697 NFkB inh: -23; Mdm2-MdmX inh: -1; UPR XBP1 act: 1; UPR CHOP act: 0.5

Results for CCOc1ccc(C(=O)NC(=S)N2CCN(c3ccc(C(F)(F)F)cc3[N+](=O)[O-])CC2)cc1 ?
CCR6 antag: 3; Jurkat NFkB inh: 5; EBI2 antag: 7; CXCR6 block: -4; Gli-Sufu antag: 2; 697 NFkB inh: -34; Mdm2-MdmX inh: 29; UPR XBP1 act: 2; UPR CHOP act: 0.4

How did C/C(=N\O)C1(C)N(O)C(C)(C)C(c2ccc(F)cc2)=[N+]1[O-] (configuration not stated) do in these assays?
CCR6 antag: 8; Jurkat NFkB inh: 7; EBI2 antag: -7; CXCR6 block: 1; Gli-Sufu antag: 5; 697 NFkB inh: 22; Mdm2-MdmX inh: -14; UPR XBP1 act: 4; UPR CHOP act: 4.0

How did COc1ccnc2c1c(=O)n(Cc1ccc(F)cc1)c(=O)n2C do in these assays?
CCR6 antag: 15; Jurkat NFkB inh: 8; EBI2 antag: 6; CXCR6 block: 4; Gli-Sufu antag: -32; 697 NFkB inh: 8; Mdm2-MdmX inh: 3; UPR XBP1 act: -6; UPR CHOP act: 2.6

Results for O=C(C[C@H]1C/C=C\C[C@@H](Cc2ccc(F)cc2)C(=O)OC[C@H]2CCCN2C1=O)NCCO ?
CCR6 antag: 2; Jurkat NFkB inh: 1; EBI2 antag: 2; CXCR6 block: -1; Gli-Sufu antag: -8; 697 NFkB inh: 4; Mdm2-MdmX inh: 7; UPR XBP1 act: 2; UPR CHOP act: 3.0

How did CC(C)(C)NC(=O)CN(Cc1cccs1)C(=O)c1csnn1 do in these assays?
CCR6 antag: -13; Jurkat NFkB inh: 1; EBI2 antag: -2; CXCR6 block: 6; Gli-Sufu antag: 3; 697 NFkB inh: -2; Mdm2-MdmX inh: 0; UPR XBP1 act: 2; UPR CHOP act: -1.0

Results for CC(NC(=O)c1ccco1)C(=O)OCc1cccc(C(F)(F)F)c1 (configuration not stated) ?
CCR6 antag: -7; Jurkat NFkB inh: 0; EBI2 antag: 3; CXCR6 block: 2; Gli-Sufu antag: -3; 697 NFkB inh: 12; Mdm2-MdmX inh: 32; UPR XBP1 act: 3; UPR CHOP act: -0.1

How did Nn1c(SCC(=O)Nc2ccc(N3CCOCC3)cc2)nnc1C1CC1 do in these assays?
CCR6 antag: 5; Jurkat NFkB inh: 8; EBI2 antag: -12; CXCR6 block: 2; Gli-Sufu antag: -8; 697 NFkB inh: 10; Mdm2-MdmX inh: 10; UPR XBP1 act: 4; UPR CHOP act: 0.4

How did CN(Cc1ccc(CNC[C@H]2O[C@@H](n3cnc4c(N)ncnc43)[C@H](O)[C@@H]2O)o1)S(C)(=O)=O do in these assays?
CCR6 antag: 11; Jurkat NFkB inh: -6; EBI2 antag: -7; CXCR6 block: -4; Gli-Sufu antag: -1; 697 NFkB inh: 0; Mdm2-MdmX inh: 4; UPR XBP1 act: -1; UPR CHOP act: 2.0

Results for Cc1c(C(=O)OCCOC(C)C)[nH]c2c1C(=O)CC(c1ccco1)C2 (configuration not stated) ?
CCR6 antag: 10; Jurkat NFkB inh: 60*; EBI2 antag: 3; CXCR6 block: -4; Gli-Sufu antag: 54; 697 NFkB inh: -18; Mdm2-MdmX inh: 64*; UPR XBP1 act: 14; UPR CHOP act: -2.2

How did O=C1/C(=C/c2cccnc2)SC(=S)N1C1CCS(=O)(=O)C1 (configuration not stated) do in these assays?
CCR6 antag: -2; Jurkat NFkB inh: 14; EBI2 antag: -3; CXCR6 block: -4; Gli-Sufu antag: 16; 697 NFkB inh: 9; Mdm2-MdmX inh: 3; UPR XBP1 act: -5; UPR CHOP act: 1.8

What do the screens show for `Cc1[nH]n(-c2ccccc2)c(=O)c1C=Nc1cccc2cccnc12`?
CCR6 antag: 52*; Jurkat NFkB inh: 12; EBI2 antag: 96*; CXCR6 block: 54*; Gli-Sufu antag: 14; 697 NFkB inh: 7; Mdm2-MdmX inh: 18; UPR XBP1 act: 5; UPR CHOP act: 15

How did C[C@@H]1COC(=O)[C@@H](CC(=O)OC(C)(C)C)C/C=C\C[C@@H](CC(=O)N[C@@H](CO)Cc2ccccc2)C(=O)N1 do in these assays?
CCR6 antag: -8; Jurkat NFkB inh: -6; EBI2 antag: 4; CXCR6 block: 0; Gli-Sufu antag: -11; 697 NFkB inh: 17; Mdm2-MdmX inh: 14; UPR XBP1 act: -2; UPR CHOP act: -0.8

The list goes on; the last four above are carried over.
Results for Cc1c(C(=O)OCCOC(C)C)[nH]c2c1C(=O)CC(c1ccco1)C2 (configuration not stated) ?
CCR6 antag: 10; Jurkat NFkB inh: 60*; EBI2 antag: 3; CXCR6 block: -4; Gli-Sufu antag: 54; 697 NFkB inh: -18; Mdm2-MdmX inh: 64*; UPR XBP1 act: 14; UPR CHOP act: -2.2

How did O=C1/C(=C/c2cccnc2)SC(=S)N1C1CCS(=O)(=O)C1 (configuration not stated) do in these assays?
CCR6 antag: -2; Jurkat NFkB inh: 14; EBI2 antag: -3; CXCR6 block: -4; Gli-Sufu antag: 16; 697 NFkB inh: 9; Mdm2-MdmX inh: 3; UPR XBP1 act: -5; UPR CHOP act: 1.8

What do the screens show for `Cc1[nH]n(-c2ccccc2)c(=O)c1C=Nc1cccc2cccnc12`?
CCR6 antag: 52*; Jurkat NFkB inh: 12; EBI2 antag: 96*; CXCR6 block: 54*; Gli-Sufu antag: 14; 697 NFkB inh: 7; Mdm2-MdmX inh: 18; UPR XBP1 act: 5; UPR CHOP act: 15

How did C[C@@H]1COC(=O)[C@@H](CC(=O)OC(C)(C)C)C/C=C\C[C@@H](CC(=O)N[C@@H](CO)Cc2ccccc2)C(=O)N1 do in these assays?
CCR6 antag: -8; Jurkat NFkB inh: -6; EBI2 antag: 4; CXCR6 block: 0; Gli-Sufu antag: -11; 697 NFkB inh: 17; Mdm2-MdmX inh: 14; UPR XBP1 act: -2; UPR CHOP act: -0.8

What do the screens show for `Cc1ccc(-c2nnn(CC(=O)N(Cc3ccc(F)cc3)C(C(=O)NC3CCCC3)c3ccncc3)n2)o1` (configuration not stated)?
CCR6 antag: 9; Jurkat NFkB inh: -16; EBI2 antag: 11; CXCR6 block: 4; Gli-Sufu antag: 6; 697 NFkB inh: -6; Mdm2-MdmX inh: 42; UPR XBP1 act: -2; UPR CHOP act: -1.7

What do the screens show for `Cc1cc(C)cc(N2CCCn3c2nc2c3c(=O)n(CCN3CCOCC3)c(=O)n2C)c1`?
CCR6 antag: -9; Jurkat NFkB inh: 8; EBI2 antag: -5; CXCR6 block: -9; Gli-Sufu antag: 18; 697 NFkB inh: 23; Mdm2-MdmX inh: 19; UPR XBP1 act: 3; UPR CHOP act: 0.0

Results for O=C(Nc1ccccc1C(=O)NC(Cc1c[nH]c2ccccc12)C(=O)O)c1ccco1 (configuration not stated) ?
CCR6 antag: 6; Jurkat NFkB inh: -7; EBI2 antag: 5; CXCR6 block: 4; Gli-Sufu antag: 2; 697 NFkB inh: -13; Mdm2-MdmX inh: 7; UPR XBP1 act: -4; UPR CHOP act: 1.3

How did O=C(CN1C(=O)S/C(=C\c2ccc(-c3cc(C(=O)O)ccc3Cl)o2)C1=O)Nc1ccc2c(c1)OCO2 do in these assays?
Jurkat NFkB inh: 5; EBI2 antag: 9; CXCR6 block: 14; 697 NFkB inh: 1; Mdm2-MdmX inh: -8; UPR XBP1 act: -2; UPR CHOP act: 1.3

What do the screens show for `CC(C)(C)OC(=O)N1CC(O)CC1C(=O)OCC(=O)c1ccccc1` (configuration not stated)?
CCR6 antag: 2; Jurkat NFkB inh: 7; EBI2 antag: -16; CXCR6 block: -13; Gli-Sufu antag: -7; 697 NFkB inh: 11; Mdm2-MdmX inh: -6; UPR XBP1 act: 0; UPR CHOP act: 17

How did Cc1nc2ccccc2c(=O)n1NC(=O)/C=C/c1ccccc1Cl do in these assays?
CCR6 antag: -1; Jurkat NFkB inh: 12; EBI2 antag: 2; CXCR6 block: 0; Gli-Sufu antag: -9; 697 NFkB inh: 4; Mdm2-MdmX inh: 34; UPR XBP1 act: -1; UPR CHOP act: 0.6

What do the screens show for `CC1CC2=C(C(=O)O1)C(C)Nc1ccccc1N2` (configuration not stated)?
CCR6 antag: 8; Jurkat NFkB inh: 4; EBI2 antag: -1; CXCR6 block: 8; Gli-Sufu antag: 3; 697 NFkB inh: 9; Mdm2-MdmX inh: 10; UPR XBP1 act: -2; UPR CHOP act: 0.8

Screening results deposited in PubChem by Sanford-Burnham Center for Chemical Genomics.
